TSHR antagonist – human thyrotropin receptor antagonism. P16473. TSHR-expressing cells, TSH-stimulated cAMP HTRF, 2 h; active compounds read low. activity change, negative = inhibition, % at 11.5 µM. 330,000 tested, 0.2% active;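 active = activity change below a set negative limit, meaning inhibition stronger than a set level, cut at about -70% in these data; inconclusive = activity change between two set negative limits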; also: % is scaled to controls: 0 for no effect and ±100 for the full control effect
Target sequence (P16473 whole entry, looked up): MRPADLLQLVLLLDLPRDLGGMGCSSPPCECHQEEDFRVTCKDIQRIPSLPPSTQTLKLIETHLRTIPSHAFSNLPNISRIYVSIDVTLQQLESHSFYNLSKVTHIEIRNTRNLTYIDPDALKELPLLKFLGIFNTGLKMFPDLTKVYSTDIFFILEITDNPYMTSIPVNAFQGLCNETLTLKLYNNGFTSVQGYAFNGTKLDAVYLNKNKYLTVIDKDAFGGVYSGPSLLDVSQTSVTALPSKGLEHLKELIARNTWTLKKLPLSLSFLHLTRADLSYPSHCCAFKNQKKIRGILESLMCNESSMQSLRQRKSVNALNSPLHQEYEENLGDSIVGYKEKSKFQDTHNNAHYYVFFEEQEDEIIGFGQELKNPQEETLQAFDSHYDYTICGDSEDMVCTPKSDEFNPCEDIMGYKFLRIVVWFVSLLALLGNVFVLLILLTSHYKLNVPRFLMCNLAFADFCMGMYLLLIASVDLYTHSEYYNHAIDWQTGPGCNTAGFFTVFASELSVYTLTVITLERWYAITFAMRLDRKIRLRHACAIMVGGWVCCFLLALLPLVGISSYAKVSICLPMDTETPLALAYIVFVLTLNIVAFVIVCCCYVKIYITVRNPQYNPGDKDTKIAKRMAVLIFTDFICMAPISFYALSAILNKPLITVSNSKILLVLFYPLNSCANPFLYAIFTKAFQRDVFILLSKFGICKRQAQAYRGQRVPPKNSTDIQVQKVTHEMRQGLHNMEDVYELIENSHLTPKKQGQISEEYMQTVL
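TSHR-expressing cells were treated with compounds, then stimulated with TSH at EC80 (4nM final) for 2 hours at 37 deg C. Cellular cAMP was measured by HTRF competition between lysate cAMP and cAMP-d2 for a cryptate-labelled anti-cAMP antibody.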
B2AR arrestin – beta2AR (human) beta-arrestin recruitment activity | 330,000 tested, 0.02% active | AID 492947 | beta-arrestin recruitment to beta2AR, cell-based reporter | Potency, µM (highest dose often 46.1 µM), without a hit: at the highest dose activation, most hits filed as activators | P07550;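 also: potency is read from the fitted curve at half-maximal effect; 0% = DMSO controls and full agonism = EC100 isoproterenol or metaproterenol; nearly all actives have a fitted effect of over 65% in size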
Eya2 inh – Eya2 (human) phosphatase inhibition. O00167. recombinant Eya2, OMFP fluorescence dephosphorylation (OMFP is methylfluorescein phosphate). Potency, µM (top dose mostly 76.9 µM), for the others: at the top dose activity, negative = inhibition, usual class: inhibitors. 330,000 tested, 0.006% active. AID 488837; also: potency is read from the fitted curve at half-maximal effect; % is scaled to controls: 0 for no effect and ±100 for the full control effect
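Eya2 protein (added as 0.2 uM solution) was preincubated with compound for 10 min at ambient temperature in 50 mM HEPES pH 7.5, 50 mM NaCl, 5 uM MgCl2, 0.05% BSA, 1 mM DTT. OMFP (added at 50 uM) then reacted 10 min; fluorescence read at 485/525 nm.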
USP2a inh – USP2a (human) protease inhibition; USP2 core, Ub-CHOP2 coupled fluorogenic reporter, 485/531; Potency, µM (top dose mostly 38.3 µM), inactives show top-dose activity change, negative = inhibition, usual class: inhibitors; 330,000 tested, 0.01% active;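 also: potency is read from the fitted curve at half-maximal effect; plate controls were DMSO wells for no effect and full inhibition by NEM control for full effect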
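Cell-free coupled assay: 10nM USP2 core preincubated 30min RT with compound in Tris-HCl pH 8.0/CaCl2/CHAPS buffer, then 25nM Ub-CHOP2 and 25nM reporter substrate; fluorescence (Ex 485/Em 531) read after 60min RT, normalized to NEM inhibition, concentration-response curves fitted.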
Mito fusion yeast – mitochondrial division inhibition or fusion activation | S. cerevisiae fusion-defective mutant growth rescue, CellTiterGlo 48 h | Potency, µM (titrated, usually from 46.1 µM), without a hit: at the top dose growth rescue (activation), actives largely listed as activators | 320,000 tested, 0.23% active;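 also: potency is read from the fitted curve at half-maximal effect; % of control where 0% means no effect; nearly all actives have a fitted effect of over 45% in size; temperature-sensitive fusion mutants such as fzo1-1 at 37 °C on non-fermentable ethanol glycerol medium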
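Yeast fusion mutant, YPEG (non-fermentable carbon), compound, 48 h at 37C non-permissive; CellTiterGlo added, 10 min RT, luminescence read. Rescued growth = division inhibition.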
ELG1 repair inh – ELG1-dependent DNA repair inhibition. HEK293T ELG1-luciferase reporter, luminescence, 16 h; DNA damage induced by 5-fluorouridine. Potency, µM (highest dose often 46.1 µM), for inactives: at the top dose activity change, negative = inhibition, most hits filed as inhibitors. 330,000 tested, 2.3% active; also: potency is read from the fitted curve at half-maximal effect; % is scaled to controls: 0 for no effect and ±100 for the full control effect; nearly all actives have a fitted effect of over 55% in size
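Luminescence from the luciferase reporter, measured 30 min after ONE-Glo reagent at room temperature, was the read-out. Beforehand, 2,000 cells per well were exposed for 16 hr at 37 °C to 5-fluorouridine together with compound or vehicle.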
BCR signal inh – blocks chronic active B-cell receptor signaling; ABC-DLBCL IkBa-CBG/CBR reporter, luminescence ratio, 4 h; Potency, µM (titrated, usually from 46.1 µM), for the others: at the top dose ratio change, negative = lower green/red ratio, actives largely listed as inhibitors; 340,000 tested, 0.05% active; active = well fitted inhibition curve with a large enough effect in the signal ratio, with a control signal flat, not every such curve was filed as active; inconclusive = small, poorly fitted or top-dose-only effect, or effect the other way, or a change in a side signal; the % refers to the signal ratio;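 also: potency is read from the fitted curve at half-maximal effect; plate controls were basal doxycycline-induced cells for no effect and cells given 10 µM MG132 for full effect; MG132 reads +100%, hits lower the ratio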
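Compounds up to 46 uM were incubated four hours with TMD8 cells whose green CBG68 luciferase is fused to IkappaBalpha; red CBR luminescence normalised the signal, and concentration-effect curves were fitted to fusion, red and ratio data.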
uPA surface inh – inhibitors of cell surface uPA generation | Potency, µM (highest dose often 38.3 µM), for inactives: top-dose activity change, negative = inhibition, actives largely listed as inhibitors | 330,000 tested, 0.31% active | AID 540303 | cell surface uPA generation assay, qHTS; active = well fitted inhibition curve with a large enough effect; inconclusive = small, poorly fitted or top-dose-only effect; inactive = no such curve, though single readings can be large or run the other way; tested in mouse RAW 264.7 cells; also: potency is read from the fitted curve at half-maximal effect; % is scaled to controls: 0 for no effect and ±100 for the full control effect; nearly all actives have a fitted effect of over 55% in size
Tb PFK inh – blocks T. brucei phosphofructokinase; O15648; T. brucei PFK, ADP-Glo luminescence; Potency, µM (titrated, usually from 57.5 µM), inactives show at the highest dose activity, negative = inhibition, actives largely listed as inhibitors; 330,000 tested, 0.17% active; AID 485367;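 also: potency is read from the fitted curve at half-maximal effect; 0% = uninhibited 1x PFK enzyme wells and -100% = no-enzyme wells; nearly all actives have a fitted effect of over 60% in size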
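1.25 nM PFK with 0.5 mM F6P and 0.1 mM ATP in 0.1 M TEA pH 8.0, 5 mM MgCl2, incubated 45 min at room temperature; ADP measured by ADP-Glo luminescence; compounds titrated up to 57 uM.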
TCR activator – activators of T cell receptors; Potency, µM (titrated, usually from 9.22 µM), for inactives: at the highest dose activation of IL-2 secretion, usual class: activators; primary human leukocytes, anti-CD3, IL-2 HTRF, 48 h; 330,000 tested, under 10 active; also: % of control where 0% means no effect
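Using a-CD3 beads without co-stimulation, primary human leukocytes were exposed to compounds for 48 hr. An HTRF IL-2 kit measured the cytokine, with europium-to-d2 energy transfer producing emission at 665nm upon 320nm excitation.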
TSG101-PTAP inh – blocks PTAP/TSG101 interaction to inhibit HIV-1 budding; Fluorescence polarization, FITC-PTAP peptide / Tsg101 binding; 340,000 tested, under 10 active; Q99816; Potency, µM (highest dose often 115 µM), for the others: at the top dose activity change, negative = inhibition, usual class: inhibitors; active = well fitted inhibition curve with a large enough effect in the main read-out, with a control signal flat, not every such curve was filed as active; inconclusive = small, poorly fitted or top-dose-only effect, or effect the other way, or a change in a side signal; inactive = no such curve, though single readings can be large or run the other way; also: potency is read from the fitted curve at half-maximal effect; % of control where 0% means no effect
Target sequence (Q99816 whole entry, looked up): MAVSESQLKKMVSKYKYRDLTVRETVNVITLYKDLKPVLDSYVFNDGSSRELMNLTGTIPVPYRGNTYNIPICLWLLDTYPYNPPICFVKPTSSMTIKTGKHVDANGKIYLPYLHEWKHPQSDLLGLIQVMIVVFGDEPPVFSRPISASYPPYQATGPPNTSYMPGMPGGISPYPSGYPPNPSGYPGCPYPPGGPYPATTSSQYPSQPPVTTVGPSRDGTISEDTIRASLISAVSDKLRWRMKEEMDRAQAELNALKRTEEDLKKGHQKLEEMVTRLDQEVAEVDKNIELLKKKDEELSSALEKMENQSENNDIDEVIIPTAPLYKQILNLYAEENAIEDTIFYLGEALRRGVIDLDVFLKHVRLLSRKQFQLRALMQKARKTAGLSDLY
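Compounds were pin-transferred onto Tsg101 binding domain (10 uM final) in HEPES pH 7.5 buffer, then FITC-PTAP peptide was added at 50 nM final. After 20 min at RT, polarization reported peptide displacement across a qHTS concentration series.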
* hit, by the source's call; ? = inconclusive; / = not tested or not shown; [ ] = another dose, or the depositor's remark. Unless noted, calls follow the shape of the dose curve; as a rule, active = well fitted curve in the direction sought with a large enough effect; inconclusive = small, poorly fitted or top-dose-only effect, or another doubt; inactive = no such curve, though single readings can be large; an effect the other way counts as inactive or inconclusive.

SMILES | TSHR antagonist | B2AR arrestin | Eya2 inh | USP2a inh | Mito fusion yeast | ELG1 repair inh | BCR signal inh | uPA surface inh | Tb PFK inh | TCR activator | TSG101-PTAP inh
Cc1cc(C)cc(NC(=S)NC(=O)CCN2C(=O)c3ccccc3C2=O)c1 | -9 | 0.1% | -3% | -3% | -12% | 2% | 1% | -4% | -2% | -2% | -1%
Cc1ccc(NC(=O)c2sc3nc(N)c(C#N)cc3c2N)cc1 | -4 | 0.1% | -21% | 4% | 8% | ? | ? | 3% | 4% | 4%[46.1 µM] | 2%
C[C@@H]1CN([C@@H](C)CO)C(=O)Cc2cc(NC(=O)Nc3ccc4c(c3)OCO4)ccc2O[C@@H]1CN(C)C(=O)NC1CCCCC1 | -8 | -0.2% | 3% | 1% | / | -10% | 0% | -12% | 1% | -2% | -4%
COc1cccc(NC(=O)CN(C)C(=O)CNC(=O)c2ccc3ccccc3c2)c1 | 2 | -0.7% | -34% | 0% | 0% | ? | ? | 2% | -5% | -1% | 2%
CC1CCCCN1C(=O)COC(=O)c1cc(Cl)c2c(c1)OCO2 (configuration not stated) | -2 | 0.2% | 14% | 1% | 9% | ? | ? | 13% | 0% | 5% | 4%
CON=C1CCN(c2ncc(C(F)(F)F)cc2Cl)CC1 | -4 | -0.2% | 2% | -1% | 0% | 1% | 0% | -6% | -2% | 1% | -4%
COC(=O)c1ccccc1NC(=O)C1CC(c2ccc(F)cc2)=NO1 (configuration not stated) | -6 | -1.1% | 19% | 0% | 17% | -20% | -3% | / | 1% | 1% | -6%
O=C(O)CN(Cc1ccccc1)S(=O)(=O)c1ccc2c(c1)OCCO2 | 13 | -0.4% | -10% | 1% | 1% | 10% | 16% | 2% | -7% | 5% | -5%
Cn1[nH]c(=O)c(Cl)c(Cl)c1=O | 1 | -0.1% | -7% | 9% | 2% | 2% | 12% | 3% | 3% | 3% | -5%
O=C1CCC(C(=O)N2CCCCCCC2)CN1Cc1cccc(C(F)(F)F)c1 (configuration not stated) | -3 | -0.5% | 11% | -1% | 1% | -3% | 3% | -3% | -14% | -5% | 0%
COc1ccc(N(CC(=O)NCCSCc2c(F)cccc2Cl)S(C)(=O)=O)cc1OC | 2 | 0.0% | 24% | 0% | 2% | -19% | -17% | / | -1% | 3% | -5%
COc1ccc(C(=O)N/N=C(\Cc2ncc[nH]2)c2ccccc2)cc1 | -5 | 0.0% | ? | 11% | 3% | 5% | ? | -2% | -7% | 6% | 0%
Cc1ccc(SCC(=O)NCc2ccccc2C)cc1 | -122* | -3.9% | -2% | -3% | 8% | 8% | -1% | 17% | 1% | 2% | -5%
COc1ccc(Oc2nc(SC)nc3ccsc23)cc1 | 10 | -0.6% | ? | 1% | -5% | -14% | 0% | -10% | 0% | -57% | -5%
OCCN1CCN(CCOc2cccc(Cl)c2)CC1 | 4 | -1.0% | -5% | -4% | -5% | 18% | -1% | 0% | 0% | -2% | -5%
O=C(Cn1c(S(=O)(=O)Cc2ccccc2)nc2ccccc21)N1CCCCC1 | 12 | -0.4% | 4% | 2% | 9% | -2% | 8% | -21% | 0% | -1% | 1%
O=C(NCc1ccc(F)cc1)c1ccc(N2CCOCC2)c([N+](=O)[O-])c1 | 2 | -0.7% | 6% | 0% | 22% | 3% | ? | -2% | -2% | 5% | -5%
O=C1c2ccccc2-c2onc3ccc(Oc4ccccc4)c1c23 | -35 | ? | 6% | 0% | 9% | ? | ? | -9% | -1% | -6%[46.1 µM] | ?
CC(=O)c1cc2c(cc1N(C(=O)Cn1nnc3ccccc31)C(C(=O)NCCC(C)C)c1cccnc1)OCO2 (configuration not stated) | -2 | 2.6% | 5% | 1% | -4% | 5% | 12% | -2% | -5% | -2% | -4%
O=C(COC(=O)C1CCC1)NCc1ccc(Cl)cc1Cl | 6 | -0.1% | 0% | 0% | -5% | 7% | 1% | 3% | 3% | -3% | 0%
COc1ccc(NC(=O)CN(c2ccc(OC)cc2)S(=O)(=O)c2ccc(OC)c(OC)c2)cc1 | 5 | 4.5% | 7% | 0% | 2% | -2% | 2% | -1% | 2% | -1% | -7%
CCc1c(C)[nH]c(=S)c(C#N)c1C | 1 | -0.3% | -8% | -1% | 1% | 13% | ? | -7% | -23% | 2% | -1%
CCOC(=O)C1CCN(S(=O)(=O)c2cccc(-c3cn4cccnc4n3)c2)CC1 | -2 | -0.8% | 0% | 3% | 4% | 13µM* | -1% | 0% | -1% | -6% | 0%
O=[N+]([O-])c1ccc2nc(CN3CCCCC3)[nH]c2c1 | -2 | -0.1% | -2% | 1% | 1% | 30% | 4% | -3% | 1% | -3% | 0%
Cc1cc(C)n2nc(C(=O)OCC(=O)Nc3cc(Cl)ccc3C)nc2n1 | 9 | -0.4% | 3% | 1% | 1% | 1% | -1% | 9% | -3% | -6% | -4%

(listing goes on)
SMILES | TSHR antagonist | B2AR arrestin | Eya2 inh | USP2a inh | Mito fusion yeast | ELG1 repair inh | BCR signal inh | uPA surface inh | Tb PFK inh | TCR activator | TSG101-PTAP inh
COc1ccc(CC(=O)N[C@@H](CCSC)C(=O)N2CCC3(CC2)NCCc2[nH]cnc23)cc1 | 0 | 0.3% | 1% | 1% | 0% | 15% | 0% | 2% | 8% | -4% | -1%
S=c1[nH]nc(Cn2cnc3ccccc32)n1-c1ccccc1Cl | 11 | -0.7% | -5% | -6% | 3% | 13% | 3% | 2% | -21% | 1% | -6%
CC(=O)N1CCN(Cc2nc(-c3cccc(Cl)c3)no2)CC1 | -4 | -0.3% | 0% | 1% | -4% | ? | 2% | -2% | 1% | 5% | 1%
O=[N+]([O-])c1cccc(-c2nnc(-c3ccccc3F)o2)c1 | -1 | -0.4% | 7% | -1% | 2% | ? | ? | -14% | 2% | 3% | -7%
COc1ccc(NS(=O)(=O)c2ccc(/C=C/C(=O)O)cc2)cc1S(=O)(=O)N1CCOCC1 | 6 | 0.3% | 4% | 13% | -8% | 1% | 2% | 3% | -1% | -2% | 2%
Cc1ccc(C(=O)NC(Cc2c[nH]c3ccccc23)C(=O)O)cc1 (configuration not stated) | 1 | -0.2% | 8% | 1% | 1% | 19% | 3% | -2% | 1% | -10% | -3%
CCc1ccc(C(=O)CN2C(=O)NC(C)(CCc3ccccc3)C2=O)cc1 (configuration not stated) | 23 | -1.4% | 3% | 2% | 21% | 15% | -14% | 2% | 10% | 6%[46.1 µM] | -1%
Cc1cccc(C)c1NC(=O)CN1C(=O)COc2ccccc21 | 83 | -0.5% | 5% | 0% | 1% | 4% | -1% | 2% | 0% | / | 0%
CC(=O)N[C@@H](Cc1ccc(O)cc1)C(=O)N[C@H](C(=O)N[C@@H](C)C(=O)N[C@H](C#N)CC(=O)O)C(C)C | 1 | -0.1% | 12% | -1% | -3% | / | 6% | / | -12% | / | /
COCCOc1ccc(C(F)(F)F)cc1N | -5 | -0.7% | -10% | -1% | -3% | 3% | 16% | ? | -7% | -2% | -5%
CC(C)(C)c1ccc(CSc2nnc(-c3ccccc3NC(=O)c3ccccc3)o2)cc1 | -2 | -1.2% | -2% | 0% | -1% | -1% | 4% | 1% | -7% | -1%[46.1 µM] | 0%
COc1ccc(NC(=O)CCN2CCN(S(=O)(=O)c3ccc(OC)cc3)CC2)cc1 | -1 | -0.3% | -15% | 1% | 3% | ? | 4% | 4% | 0% | -18% | 2%
Cc1ccccc1NC(=O)c1onc2c1CCCC2 | 34 | 0.3% | 5% | 2% | 2% | ? | ? | -6% | -15% | -1% | -4%
Cc1ccc(NC(=O)CN(C)S(=O)(=O)c2cccc3cccnc23)cc1C | -11 | -0.9% | -3% | 4% | 0% | -7% | -13% | -1% | 3% | -5% | -5%
OCCN1CCN(c2ncnc3nc[nH]c23)CC1 | -3 | 0.2% | -22% | 0% | -2% | -1% | 11% | -23% | -2% | 3% | -1%
Cc1cc(C)cc(Nc2nc3ccc(C)cc3n3cnnc23)c1 | -1 | 6.5% | 9% | 2% | ? | -1% | 0% | 3% | 2% | -4% | 0%
N/C(=N\OC(=O)c1ccc(Br)o1)c1cccnc1 | -4 | 0.1% | -14% | 0% | 3% | ? | -8% | -1% | 3% | 0% | 2%
Cc1noc(C)c1S(=O)(=O)N1CCC(C(=O)NCCN2CCC(C)CC2)CC1 | 7 | -1.9% | -15% | 2% | 0% | -1% | 0% | -2% | 0% | 0% | -3%
CC(C)Sc1snnc1-c1ccccc1 | 2 | -0.8% | -12% | 5% | -3% | -2% | 5% | -4% | -1% | 5% | -3%

Screens (PubChem BioAssay)

Rows were taken by chance; 3% or so of the library scored in one or more.
